High-throughput results (PubChem)
DT40 TDP1 no CPT = qHTS for Inhibitors of human tyrosyl-DNA phosphodiesterase 1 (TDP1): qHTS in cells in absence of CPT; DT40 Tdp1-/- hTDP1 cells, no CPT, ATP luminescence, 48 h; Potency, µM (titrated, usually from 46.2 µM), without a hit: at the top dose activity change, negative = growth inhibition, hits mostly inhibitors; 420,000 tested, 15% active; AID 686978, 2013; also: nearly all actives have a fitted effect of over 55% in size
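Seeded 400 DT40-hTDP1 cells/well (vehicle DMSO, no 20 nM CPT); pinned compounds; ≥48 hr at 37 °C; CellTiter-Glo luminescence as viability measure.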
TDP1 cell CPT = qHTS for Inhibitors of human tyrosyl-DNA phosphodiesterase 1 (TDP1): qHTS in cells in presence of CPT; 420,000 tested, 12% active; chicken DT40 Tdp1-/-;hTDP1 cells + 20 nM CPT, ATP luminescence, 48 h; Potency, µM (doses to about 46.2 µM), inactives show at the top dose activity change, negative = growth inhibition, most hits filed as inhibitors; also: nearly all actives have a fitted effect of over 55% in size
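Chicken DT40 Tdp1-/- cells complemented with human TDP1, 400 cells/well, exposed to compounds plus 20 nM camptothecin for at least 48 h at 37 C; viability read as ATP content by CellTiter-Glo luminescence.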
KAT2A inh = qHTS Assay for Inhibitors of GCN5L2 | GCN5L2 HAT assay, ThioGlo1 CoA-SH fluorescence | AID 504327, 2011 | Potency, µM (series often up to 58.9 µM), for the others: top-dose activity change, negative = inhibition, hits mostly inhibitors | Histone acetyltransferase KAT2A (Homo sapiens), Q92830 | 390,000 tested, 0.21% active
Target sequence (Q92830 whole entry, looked up): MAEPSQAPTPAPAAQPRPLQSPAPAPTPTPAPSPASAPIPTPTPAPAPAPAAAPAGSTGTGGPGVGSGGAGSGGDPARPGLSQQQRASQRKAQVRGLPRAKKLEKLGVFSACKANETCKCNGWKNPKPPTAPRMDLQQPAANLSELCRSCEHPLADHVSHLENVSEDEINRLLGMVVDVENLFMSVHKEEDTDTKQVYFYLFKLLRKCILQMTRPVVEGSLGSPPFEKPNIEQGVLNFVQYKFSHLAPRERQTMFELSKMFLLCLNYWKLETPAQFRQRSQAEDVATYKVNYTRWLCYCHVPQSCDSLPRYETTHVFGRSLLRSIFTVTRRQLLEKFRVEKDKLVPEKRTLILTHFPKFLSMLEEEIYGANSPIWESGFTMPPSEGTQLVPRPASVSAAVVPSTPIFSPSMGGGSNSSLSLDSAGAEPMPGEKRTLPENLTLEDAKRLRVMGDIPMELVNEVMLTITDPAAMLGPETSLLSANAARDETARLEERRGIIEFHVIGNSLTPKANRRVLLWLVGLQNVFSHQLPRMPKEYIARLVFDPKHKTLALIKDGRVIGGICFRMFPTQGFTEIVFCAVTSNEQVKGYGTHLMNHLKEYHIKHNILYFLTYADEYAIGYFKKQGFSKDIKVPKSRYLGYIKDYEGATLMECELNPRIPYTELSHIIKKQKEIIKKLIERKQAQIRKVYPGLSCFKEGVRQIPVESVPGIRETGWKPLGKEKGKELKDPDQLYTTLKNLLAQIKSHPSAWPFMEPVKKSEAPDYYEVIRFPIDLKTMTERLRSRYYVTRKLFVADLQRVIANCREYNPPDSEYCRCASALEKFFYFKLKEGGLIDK
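Compounds, pin-transferred from DMSO stocks, meet 20nM GCN5L2 for 15 min before the reaction begins with H3(1-25) peptide (75uM) and acetyl-CoA (70uM). Thiol-reactive ThioGlo1 reports CoA release over 20 min at room temperature.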
* hit, by the source's call; ? = inconclusive; . = no result given; & = joins results of further samples; [ ] = another dose, or the depositor's remark. Calls follow the shape of the dose curve; as a rule, active = well fitted curve in the direction sought with a large enough effect; inconclusive = small, poorly fitted or top-dose-only effect, or another doubt; inactive = no such curve, though single readings can be large; an effect the other way counts as inactive or inconclusive. % is scaled to controls: 0 for no effect and ±100 for the full control effect; potency is read from the fitted curve at half-maximal effect.

SMILES | DT40 TDP1 no CPT | TDP1 cell CPT | KAT2A inh
COc1ccc(/C=C(/C#N)C(=O)Nc2cccc([N+](=O)[O-])c2)cc1C(=O)O | -19% | -1% | -4%
CCOc1ccc(CN2CCC(C(=O)N3CCN(c4ccccc4F)CC3)CC2)cc1OC | -22% | -17% | -24%
O=C(OCc1ccc([N+](=O)[O-])cc1)c1cc([N+](=O)[O-])ccc1N1CCOCC1 | 23µM* | 16µM* | -8%
COc1ccccc1CC(=O)N1CCN(S(=O)(=O)c2ccccc2F)CC1 | 1% | -7% | -8%
O=C1c2ccc([N+](=O)[O-])cc2NC(c2ccco2)N1/N=C/c1ccco1 (centres undefined) | 18µM* | -26% | -13%
COc1ccc(-n2nc(C(=O)NCC(=O)NCCCN3CCOCC3)c3ccccc3c2=O)cc1 | -12% | -22% | -16%
CCCCOc1ccc(C(=O)N(Cc2ccc(N(C)C)cc2)Cc2ccco2)cc1 | 13µM* | ? | -8%
CC(=O)N1[C@H](C)C=C[C@]1(Cc1ccccc1)C(=O)NCCc1c[nH]c2ccccc12 | ? | -18% | -1%
O=C(CCn1c(=O)oc2ccccc21)Nc1ccc(N2CCOCC2)cc1 | -8% | 3% | -2%
O=C(Nc1cccc(Cl)c1)N1CCN2C(=O)c3ccccc3C12c1ccccc1 (centres undefined) | 18µM* | ? | -13%
Cc1c(-n2c(SCC(N)=O)nc3ccccc3c2=O)c(=O)n(-c2ccccc2)n1C | -11% | 0% | 2%
Nc1nnc(SCC(=O)NC2CCCCCC2)s1 | -5% | 2% | 3%
Cc1ccc(NC(=O)CCSc2nc(C)cc(C)n2)cc1 | -19% | 11% | 0%
CC1=NN(CCC#N)C(=O)/C1=C/c1ccc(N(C)C)cc1 | ? | 9% | 2%
CCOc1ccc(NC(=O)CN(C)C(=O)c2ccc(OCC3CCCO3)cc2)cc1OCC (centres undefined) | -17% | -1% | -2%
COC(=O)COc1ccc(/C=N/NS(=O)(=O)c2ccccc2)cc1 | -13% | 1% | -28%
CCOc1cccc(C(=O)NC(=S)Nc2ccc(N3CCCC3)cc2)c1 | ? | -23% | -4%
CCOC(=O)c1cccc(NC(=O)c2cc3ccccn3n2)c1 | ? | ? | -6%
O=C(NCc1ccco1)/C(=C/c1ccccc1)NC(=O)c1ccco1 | 10% | 8% | -2%
CNc1ccc(/C=C2\COc3ccccc3C2=O)cc1[N+](=O)[O-] | 12µM* | ? | 3%
CCOc1ccc(NC(=O)C2CCCN(c3nn4c(=O)cc(C)nc4s3)C2)cc1 (centres undefined) | -1% | -1% | ?
CN(C)c1ccc(/C=[N+]2\C(=O)CC(=O)NC2=O)cc1 | 1% | 7% | .
CC(C)CCOc1cccc(C2c3c(oc4ccccc4c3=O)C(=O)N2CCCN2CCOCC2)c1 (centres undefined) | -21% | 3% | .
CCc1nnc(NC(=O)c2cccc(S(=O)(=O)N3CCN(C)CC3)c2)s1 | ? | ? | .
COc1cccc2cc(-c3nnc(SCC(=O)NCCc4ccccc4)n3C)oc12 | 2% | 1% | -3%

Reprinted from the results shown (13 entries):
SMILES | DT40 TDP1 no CPT | TDP1 cell CPT | KAT2A inh
Cc1ccc(NC(=O)CCSc2nc(C)cc(C)n2)cc1 | -19% | 11% | 0%
CC1=NN(CCC#N)C(=O)/C1=C/c1ccc(N(C)C)cc1 | ? | 9% | 2%
CCOc1ccc(NC(=O)CN(C)C(=O)c2ccc(OCC3CCCO3)cc2)cc1OCC (centres undefined) | -17% | -1% | -2%
COC(=O)COc1ccc(/C=N/NS(=O)(=O)c2ccccc2)cc1 | -13% | 1% | -28%
CCOc1cccc(C(=O)NC(=S)Nc2ccc(N3CCCC3)cc2)c1 | ? | -23% | -4%
CCOC(=O)c1cccc(NC(=O)c2cc3ccccn3n2)c1 | ? | ? | -6%
O=C(NCc1ccco1)/C(=C/c1ccccc1)NC(=O)c1ccco1 | 10% | 8% | -2%
CNc1ccc(/C=C2\COc3ccccc3C2=O)cc1[N+](=O)[O-] | 12µM* | ? | 3%
CCOc1ccc(NC(=O)C2CCCN(c3nn4c(=O)cc(C)nc4s3)C2)cc1 (centres undefined) | -1% | -1% | ?
CN(C)c1ccc(/C=[N+]2\C(=O)CC(=O)NC2=O)cc1 | 1% | 7% | .
CC(C)CCOc1cccc(C2c3c(oc4ccccc4c3=O)C(=O)N2CCCN2CCOCC2)c1 (centres undefined) | -21% | 3% | .
CCc1nnc(NC(=O)c2cccc(S(=O)(=O)N3CCN(C)CC3)c2)s1 | ? | ? | .
COc1cccc2cc(-c3nnc(SCC(=O)NCCc4ccccc4)n3C)oc12 | 2% | 1% | -3%

2 neighbouring entries already listed:
SMILES | DT40 TDP1 no CPT | TDP1 cell CPT | KAT2A inh
CCc1nnc(NC(=O)c2cccc(S(=O)(=O)N3CCN(C)CC3)c2)s1 | ? | ? | .
COc1cccc2cc(-c3nnc(SCC(=O)NCCc4ccccc4)n3C)oc12 | 2% | 1% | -3%

The results go on.
SMILES | DT40 TDP1 no CPT | TDP1 cell CPT | KAT2A inh
Cn1c(CNC(=O)c2ccccc2F)nnc1SCc1ccc(Cl)cc1 | -10% | -10% | -5%
CC(C)C(=O)N1CCN(CCN2C(=O)c3cccc4cccc(c34)C2=O)CC1 | -5% | -25% | -2%
O=C(NCCOC(=O)c1ccccc1C(=O)OCCNC(=O)c1cccnc1)c1cccnc1 | 1% | -5% | -7%[0.501 µM]
CCOC(=O)c1c(NC(=O)CN2CCOCC2)sc2c1CC(C)(C)OC2 | ? | ? | -7%
NC(=O)[C@@H]1CCOc2c(F)cc([N+](=O)[O-])cc2C(=O)N[C@@H](CO)C(=O)NCC(=O)N1 | 4% | 7% | -2%
CCCCc1nc2ccccc2n1CC(=O)NN | 0% | -4% | -2%
CCOC(=O)c1nnn(-c2nonc2N)c1-c1ccc(Br)cc1 | 16% | 19% | -6%
CCn1cc(CN2N=C(C)CC2c2ccccc2)c(C)n1 (centres undefined) | -11% | 14% | -1%
Cc1cccc(OC(C)C(=O)OCC(=O)Nc2sccc2C(N)=O)c1 (centres undefined) | -15% | ? | -2%
CCOC(=O)c1cccc(NC(=O)CCS(=O)(=O)c2cccs2)c1 | -22% | 10% | 2%
O=C(CNC1CCCCC1)Nc1ccc([N+](=O)[O-])cc1C(=O)Nc1ccccc1F | -29% | ? | -12%
COCc1[nH][nH]c(=O)c1C=Nc1ccc(Oc2ccccc2)cc1 | -14% | -6% | -3%
COc1ccc(NC(=O)Cn2c(=O)oc3ccccc32)cc1 | 29%&5% | -6%&-3% | -19%&-1%
O=C1CCC(C(=O)OCC(=O)C23CC4CC(CC(C4)C2)C3)N1 (centres undefined) | -8% | 9% | -3%
Cc1nn(-c2ccccc2)c(=O)c2noc(C)c12 | -18% | 9% | -12%
CCOC(=O)[C@@H]1[C@H]2COc3cc(OC)ccc3[C@@H]2N2C(=O)N(c3ccc(C(F)(F)F)cc3)C(=O)[C@]12C | 21µM* | 23µM* | -6%
COc1ccccc1CNC(=O)COC(=O)c1ncc(Cl)c(Cl)c1Cl | ? | 3% | -4%
COc1ccc(Cl)cc1C(=O)Nn1c(-c2cccs2)nc2ccccc2c1=O | ? | 10µM* | -12%
COc1ccc(CCNC(=O)CCn2c(=O)[nH]c3cc(OC)c(OC)cc3c2=O)cc1OC | -14% | 5% | 1%
COC(=O)C(Cc1c[nH]c2ccccc12)NC(=O)C(C)C (centres undefined) | -17% | -7% | 3%
CC(C)COC(=O)/C(C#N)=C\c1ccc(-c2ccccc2Cl)o1 | -25% | -17% | -5%
Cc1cccc(C(=O)Oc2cccc3c(O)cccc23)c1 | -11% | -25% | -8%
O=C(O)c1cccnc1Sc1ncnc2sc3c(c12)CCC3 | -1% | -17% | -12%
CC(=O)Oc1ccccc1C1=NN(C(=O)/C=C/c2ccccc2)C(c2ccccc2)C1 (centres undefined) | 18µM* | ? | -20%
CCc1ccc(NC(=O)CSc2nc3ccccc3c(=O)n2CCCN2CCC(C)CC2)cc1 | 23µM* | ? | -2%

The listing continues.
SMILES | DT40 TDP1 no CPT | TDP1 cell CPT | KAT2A inh
COc1ccccc1CNC(=O)COC(=O)c1cccc(S(=O)(=O)N2CCCCC2)c1 | 2% | 1% | -1%
Cc1ccc(CCN2CC(C(=O)NCCCN3CCN(C)CC3)CC2=O)cc1 (centres undefined) | -2% | -2% | 2%
O=C(NCC1(N2CCCCC2)CCCCC1)c1ccc(S(=O)(=O)N2CCCC2)cc1 | -6% | 0% | -1%
O=C(c1ccco1)N(CCC(c1ccccc1)c1ccco1)Cc1ccc(F)cc1 (centres undefined) | ? | ? | -4%
CC1CCN(C(=O)COC(=O)c2ccc3c(c2)OCCO3)CC1 | 3% | -3% | 0%
Cc1ccc(OCCCCCN2CCOCC2)c(Cl)c1 | -22% | ? | .
CCc1ccc(N2CC(C(=O)N3CCCCCC3)CC2=O)cc1 (centres undefined) | -16% | 2% | -2%
CC(C)(O)C1=C[N+](=O)CC=C1 | -3% | -7% | .
COc1cccc([C@@H]2CC=C(C(=O)O)[C@H](c3cccc(Cl)c3)N2S(=O)(=O)c2ccc(C)cc2)c1 | -30% | -18% | -5%
COc1ccc(C(=O)N/N=C\c2coc3ccc(Cl)cc3c2=O)cc1 | -18% | -13% | -3%
O=C(c1ccc(C(F)(F)F)cc1)N1CCC(=O)N(C(COCc2ccccc2)Cc2ccccc2)CC1 (centres undefined) | 21µM* | 21µM* | -13%
Cc1c(NC(=O)Nc2ccc(C(C)(C)C)cc2)c(=O)n(-c2ccccc2)n1C | -27% | -3% | -12%
Cc1ccc(CNn2cnnc2SCc2ccc(F)cc2)cc1 | ? | ? | -3%
O=P(OCC1CC1)(c1ccccc1)c1ccccc1 | 14% | -1% | 1%
Cc1ccc(C)c(S(=O)(=O)c2nnn3c2nc(NC(C)C)c2sccc23)c1 | ? | 23µM* | -14%
COc1ccccc1N1CCN(c2ncnc3c2cnn3-c2ccc(C)cc2)CC1 | -5% | -20% | -2%
Cc1cc(C)cc(NS(=O)(=O)c2c(C(=O)N3CCOCC3)c(C)n(C)c2C)c1 | -4% | ? | -5%
Cc1oc(-c2ccc(Cl)cc2)cc1C(=O)O | -12% | -1% | -15%
CC(=O)c1cccc(NC(=O)COc2nsnc2N2CCOCC2)c1 | ? | ? | -4%
CCOc1ccc(-c2cnc3cccnn23)cc1 | -21% | -30% | .
Cc1ccc(/C=C2/C(=O)ON=C2c2ccccc2)o1 | 15µM* | 21µM* | ?
Cc1ccc(SCCC(=O)N(C)CC(=O)Nc2c(C)cccc2C)cc1 | -26% | -7% | 4%
Cc1cnc(CNc2nc(-c3cccnc3)nc3ccccc23)cn1 | -8% | -3% | -5%
Cc1ccc(NC(=O)CCS(=O)(=O)c2cc(Br)cc3c2N(C(=O)C2CC2)CC3)cc1 | 0% | 12% | -2%
COc1ccc(-c2cc(-c3ccccc3)nc(Cl)n2)cc1OC | ? | 30% | -1%

(list continues)
SMILES | DT40 TDP1 no CPT | TDP1 cell CPT | KAT2A inh
Cc1cc(NC(=O)CN2C(=O)NC(C)(c3ccccc3Cl)C2=O)no1 (centres undefined) | -15% | -7% | -4%
COc1cccc(C2Oc3ccccc3C3CC(c4cccs4)=NN32)c1 (centres undefined) | -24% | 6% | -17%
COC(=O)c1ccc(OCC(O)CN2CCOCC2)cc1 (centres undefined) | -14% | -4% | 0%
Cc1nc2nc(CSc3nc4ccccc4s3)cc(=O)n2[nH]1 | -12% | -3% | -2%
CN(CCOc1ccccc1)CC(O)COCc1ccccc1F (centres undefined) | ? | ? | 1%
COC(=O)c1cc(-c2ccc(OC)cc2)nc2nc(SC)[nH]c(=O)c12 | -37% | 4% | 1%
O=C(Nc1ccccc1)Nc1nnc(Cc2ccc(F)cc2)s1 | ? | -8% | -15%
Cc1nc2n(c(=O)c1CCN1CCC(c3noc4cc(F)ccc34)CC1)CCC[C@H]2O | 0.53µM* | 0.094µM* | .
CNC(=O)CSc1nc(-c2ccccc2)c(-c2ccccc2)o1 | ? | -27% | -1%
CSc1cccc(CN2CCC(CO)(Cc3cccc(C(F)(F)F)c3)CC2)c1 | 16µM* | ? | -27%
Cc1ccc(OCC(=O)OCC(=O)Nc2sccc2C(N)=O)cc1C | -35% | -20% | -3%
CN1CCN(C(=O)c2cnn3c(C(F)(F)F)cc(-c4ccc5c(c4)OCO5)nc23)CC1 | ? | -26% | -13%
Nc1nc(Nc2ccccc2)nc2c1ncn2[C@@H]1O[C@@H](CO)[C@H](O)[C@H]1O | 6% | 11% | -9%
CCOC(=O)N1CCC(NC(=O)C2CCCN(S(=O)(=O)c3cccnc3)C2)CC1 (centres undefined) | 1% | -13% | -5%
O=C(CN1C(=O)COCC1=O)N1CCOCC1 | -9% | -8% | -1%
COCCNC(=O)CN(C)S(=O)(=O)c1ccc(Br)cc1 | 3% | 16% | 1%
COc1cc(C)c2sc3ccccc3c(=O)c2c1NCCN(C)C | 5.8µM* | 6.5µM* | .
CCn1cc(C(=O)NC(=S)Nc2sc3c(c2C(=O)OC)CCCCCC3)cn1 | -11% | -7% | -5%
